# From PubChem
# M1 antag: blocks human M1 muscarinic receptor; P11229; CHO-K1 hM1, Fluo-8 calcium fluorescence, ACh EC80 antagonist; inhibition, % at 3 µM; actives 1.3% (n = 360,000);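 active = percent inhibition above its own plate's cutoff, namely the mean of that plate's compound wells plus 3 SD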;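 also: peak over basal fluorescence ratio during 140 s after agonist addition; 0% = ACh EC80 plus DMSO and 100% = DMSO alone without agonist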
# Target sequence (P11229 whole entry, looked up): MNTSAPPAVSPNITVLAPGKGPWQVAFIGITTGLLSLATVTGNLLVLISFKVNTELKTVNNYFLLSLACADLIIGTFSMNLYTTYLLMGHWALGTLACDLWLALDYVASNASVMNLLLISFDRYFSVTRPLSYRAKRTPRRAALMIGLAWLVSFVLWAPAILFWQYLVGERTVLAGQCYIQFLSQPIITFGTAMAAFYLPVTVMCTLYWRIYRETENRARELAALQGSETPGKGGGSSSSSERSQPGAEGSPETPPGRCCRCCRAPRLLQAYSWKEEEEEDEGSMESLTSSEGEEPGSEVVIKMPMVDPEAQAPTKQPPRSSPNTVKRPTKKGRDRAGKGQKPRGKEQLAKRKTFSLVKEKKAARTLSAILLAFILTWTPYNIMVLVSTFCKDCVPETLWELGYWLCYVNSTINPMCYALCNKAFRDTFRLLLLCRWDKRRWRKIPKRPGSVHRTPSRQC
# M4 ag: CHRM4 agonism in calcium assay; P08173; CHO-K1 hM4/Gqi5, Fluo-8 calcium fluorescence; vehicle 0%, full acetylcholine response 100%; activation, % at 3 µM; actives 0.14% (n = 360,000);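 active = activation above the run mean over all test wells plus 3 SD, cut at about 32% in these data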;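 also: peak over basal fluorescence ratio per well then scaled between controls; 0% = DMSO wells and 100% = acetylcholine at EC100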
# Target sequence (P08173 whole entry, looked up): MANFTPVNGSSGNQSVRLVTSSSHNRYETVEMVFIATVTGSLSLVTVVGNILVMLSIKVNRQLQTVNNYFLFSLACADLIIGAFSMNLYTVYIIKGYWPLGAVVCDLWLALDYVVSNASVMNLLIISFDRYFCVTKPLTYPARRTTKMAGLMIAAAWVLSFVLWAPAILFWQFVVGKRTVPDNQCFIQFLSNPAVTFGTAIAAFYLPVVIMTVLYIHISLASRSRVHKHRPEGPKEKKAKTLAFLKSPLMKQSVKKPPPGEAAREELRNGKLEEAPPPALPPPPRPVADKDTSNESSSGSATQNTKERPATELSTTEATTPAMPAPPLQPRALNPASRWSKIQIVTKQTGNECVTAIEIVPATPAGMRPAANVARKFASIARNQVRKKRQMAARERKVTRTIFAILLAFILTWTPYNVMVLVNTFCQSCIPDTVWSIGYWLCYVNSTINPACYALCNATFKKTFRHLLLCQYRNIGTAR
# CHRM1 PAM: human CHRM1 positive allosteric modulation. CHO-K1 hM1, Fluo-8 calcium fluorescence, ACh EC20; 0% = ACh EC20, 100% = maximal ACh. activation, % at 3 µM. actives 0.088% (n = 360,000). AID 588819; in the data active = activation above about 19%, passing the limit was not always enough
# OXTR potentiate: potentiates the human oxytocin receptor response | P30559 | CHO-OTR cells, Fluo-8 calcium fluorescence, potentiator mode; 0% = oxytocin EC15, 100% = EC100 | activation, % at 3 µM | actives 0.061% (n = 320,000) | AID 2445;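 active = activation above that plate's cutoff, the mean activation of tested compounds plus 3 SD, cut at about 6.6% in these data, passing the limit was not always enough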;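 also: 100% uses oxytocin at 75 nM as the full agonist control; some results filed as inactive read as strong as hits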
#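 Assay system: CHO cell line stably expressing human OTR. Reagent: EC15 oxytocin agonist. Dosing: single dose, 3.0 µM nominal final compound concentration. Timing: compound 6 min at room temperature before oxytocin, 100 s read. Signal: kinetic Fluo-8 calcium fluorescence. Controls: oxytocin EC15 low and EC100 high.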
# CHO-K1 Ca antag: nonselective inhibitor or artifact in parental CHO-K1 cells | ATP-induced calcium, Fluo-8 fluorescence | inhibition, % at 3 µM | actives 0.6% (n = 360,000);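 active = inhibition above a per-plate cutoff, the plate's mean sample inhibition plus 3 SD, cut at about 24% in these data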;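 also: 0% = DMSO plus EC80 ATP and 100% = DMSO alone without ATP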
# M1 ag: activates human CHRM1 receptor. P11229. CHO-K1 hM1, Fluo-8 calcium fluorescence, agonist mode; 0% DMSO, 100% acetylcholine EC100. activation, % at 3 µM. actives 0.33% (n = 360,000);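 active = activation above the run's mean compound activation plus 3 SD, cut at about 16% in these data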;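 also: peak over basal fluorescence ratio within a 140 s kinetic read after compound addition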
# CHO parental Ca: counter-screen for OX1R antagonists: effect in parental CHO cells; parental CHO-K1, ATP-induced calcium, Fluo-8 fluorescence; inhibition, % at 5.6 µM; actives 0.63% (n = 330,000);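 active = inhibition above that plate's mean sample inhibition plus 3 SD, cut at about 26% in these data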;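 also: 0% = ATP-challenged DMSO wells and 100% = DMSO wells without ATP; some compounds past the cut are filed as inactive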
#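 material = parental CHO cells | also added = ATP as calcium-mobilizing challenge | dosing = single point at 5.6 µM | detection = intracellular calcium via Fluo-8 no-wash fluorescent dye | read-out = % inhibition | benchmarks = low control ATP plus DMSO, high control DMSO only | repeats = one well per compound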
# CHRM4 antagonist: CHRM4 antagonism in calcium assay; P08173; CHO-hM4 cells, ACh EC80, Fluo-8 calcium fluorescence; inhibition, % at 3 µM; actives 0.73% (n = 360,000);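 active = inhibition above its plate's cutoff, the mean inhibition of sample wells plus 3 SD, cut at about 27% in these data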;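 also: 0% = acetylcholine EC80 with DMSO and 100% = DMSO without agonist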
# M1 ag parental: counter-screen for M1 agonists: effect in parental CHO-K1 cells | Fluo-8 calcium fluorescence; scaled to maximal ATP response, vehicle zero | activation, % at 3 µM | actives 0.48% (n = 360,000) | AID 602248; in the data active = activation above about 15%;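 also: untransfected CHO-K1 host cells lacking M1 receptor as counterscreen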
# * = called active by the depositor; . = no result given.
SMILES,M1 antag,M4 ag,CHRM1 PAM,OXTR potentiate,CHO-K1 Ca antag,M1 ag,CHO parental Ca,CHRM4 antagonist,M1 ag parental
COC(=O)CCCCCCCCC(O)CN(C)C (stereo not drawn),-4,1,1,-1,-6,-5,-8,-7,0.8
O=C(COC(=O)c1ccccc1SCC(=O)NC1CCS(=O)(=O)C1)NC1CCS(=O)(=O)C1 (stereo not drawn),11,0,-4,-2,1,-4,-2,5,-0.4
CCOC(=O)c1c(-c2ccc(C)cc2)csc1NC(=O)C1CCCO1 (stereo not drawn),-3,-1,-3,-13,-11,-9,-23,0,-0.1
CC(=O)N1C[C@H]2CON(C)[C@H]2C[C@H]1c1ccccc1Br,-8,0,10,.,12,-3,.,4,0.2
O=C(NC1CCCCC1)c1cc(Cl)ccc1[N+](=O)[O-],-16,1,4,-4,11,-10,-2,-2,-0.2
CCN1CCN(C(c2ccccc2)c2sc3nc(C)nn3c2O)CC1 (stereo not drawn),-4,2,3,-1,-8,-1,-8,-7,0.8
Nn1c(=S)[nH]nc(Cc2ccc(O)cc2)c1=O,-11,0,2,-6,-3,-2,-5,1,14
CCN(C(=O)CSc1nnc2ccccn12)c1c(N)n(Cc2ccccc2)c(=O)[nH]c1=O,-20,1,7,-7,-6,-6,-1,-11,0.3
O=C1OCc2nc3cc4c(cc3c(-c3ccc(F)cc3)c21)OCO4,6,-1,1,-14,-4,-7,6,-9,1.5
CN(C(=O)CSc1nc2ccccc2c(=O)n1-c1ccc(F)cc1F)C1CCS(=O)(=O)C1 (stereo not drawn),-19,2,9,2,-7,-3,-19,-2,0.0
O=C(CSc1nc2ccccc2n1CC(=O)N1CCCC1)NCc1ccc2c(c1)OCO2,2,1,-8,-6,-5,-2,-13,-4,0.2
COc1ccccc1C(=O)Nc1ccc2[nH]ncc2c1,-7,1,10,.,3,-2,.,-5,0.7
CCCCNC(=O)/C(=C/c1ccccc1)NC(C)=O,-7,2,2,-9,-11,-2,-8,12,1.0
Cc1cc(CN2CCCC(C(=O)Nc3ccc(-c4nc5ccccc5[nH]4)cc3)C2)n[nH]1 (stereo not drawn),-2,0,3,-5,-4,-5,-6,-12,-0.1
CCOc1ccc(Cn2nnc(C(=O)NCCc3ccccc3)c2N)cc1,-11,12,2,-4,-1,5,-16,-20,2.1
Cc1nnc(N2CCOCC2)c2ccccc12,-20,0,7,-6,-8,-2,0,-9,0.1
NC(=O)c1ccc(N2CCCCCC2)c([N+](=O)[O-])c1,2,2,7,3,-9,-5,1,-8,1.5
COCCn1nnnc1C(c1cc2ccc(C)cc2[nH]c1=O)N(Cc1ccco1)Cc1cccs1 (stereo not drawn),-34,1,7,-2,-3,0,-6,-4,-0.5
CCn1c(=O)c(CCC(=O)NCCN2CCOCC2)c(C)c2c(C)nn(-c3cccc(C)c3)c21,-6,2,7,-14,-16,-5,-5,-8,-0.3
CCCNc1nc(Cl)nc(Nc2ccc(Cl)cc2)n1,-6,-1,-3,-6,-8,-4,-12,3,1.9
CCCCC(=O)Nc1nc(C)c(-c2csc(Nc3ccccc3OC)n2)s1,-6,2,5,-5,-18,-4,-22,2,0.2
COc1cc(OC)c(C(=O)OCC(=O)N(Cc2ccccc2)C(C)(C)C)cc1OC,-3,2,5,-8,-7,-4,-11,-2,1.9
Cc1cc(N2CCCC2=O)c(N)cc1N,-14,0,-1,-1,-6,-3,-3,11,0.3
CCCc1cc(=O)oc2cc(C)cc(OC(C)C(=O)N[C@@H](Cc3c[nH]c4ccccc34)C(=O)O)c12 (stereo partly drawn),-3,0,1,-1,1,-2,-13,-5,-0.2
CCc1cccc(CC)c1NC(=O)Cn1c(-c2ccccc2Cl)nc2ccccc21,-7,1,8,-8,0,-9,-19,-1,0.1

# Further structures:
SMILES,M1 antag,M4 ag,CHRM1 PAM,OXTR potentiate,CHO-K1 Ca antag,M1 ag,CHO parental Ca,CHRM4 antagonist,M1 ag parental
O=CN/N=C/c1c(O)ccc2ccccc12,1,1,1,3,-13,-2,-2,9,0.7
CC(=O)c1cccc(NC(=O)N2CCCCCC2)c1,-5,1,2,-11,-1,-1,11,-8,0.2
Cc1ccc(NC(=O)CSCc2cc(=O)n3nc(C4CC4)sc3n2)cc1,2,0,0,-6,-6,-3,-6,0,0.2
Cc1ccc(N2CN=C3SCC(=O)N3C2)cc1C,-12,0,14,-3,-5,-6,-1,-3,0.5
CC(C)CN1C(=S)SC(C)(C)C1n1oc(=O)n(-c2ccc(Cl)cc2)c1=O (stereo not drawn),51*,6,-30,-7,-13,-8,-20,2,1.0
Cc1onc(-c2c(F)cccc2Cl)c1C(=O)Oc1ccccc1,14,-2,-14,.,14,-10,.,4,-0.3
c1ccc(Cn2ncc3ccccc32)cc1,-5,-1,-7,3,-7,-4,-13,4,-0.3
COc1ccc(N2CC(C(=O)Nc3nnc(SCCC4OCCO4)s3)CC2=O)cc1 (stereo not drawn),-2,1,4,-8,-9,-2,-9,-5,0.5
O=C(/C=C/c1cccc(Br)c1)c1ccc2c(c1)OCO2,3,0,1,-2,-2,-3,-22,8,-0.1
CSc1ncnc2c1ncn2CCCNc1ccc(C)c(C)c1,-5,3,9,.,18,2,.,0,0.7
Cc1ccccc1CN(C)C(=O)COC(=O)CSc1ccc([N+](=O)[O-])cc1,-4,5,4,-1,-2,-4,3,3,2.2
COCCCNc1nc2nonc2nc1N1CCC(C(C)N2CCOCC2)CC1 (stereo not drawn),0,3,-2,-1,4,-7,-10,-2,0.5
CCOC(=O)C1CCN(Cc2ccc(F)cc2F)CC1,-4,1,2,-5,-15,-10,-11,9,0.4
COc1cc(NC(=O)c2cc(-c3ccc(F)cc3OC(C)C)n[nH]2)cc(OC)c1OC,9,11,-8,.,7,-3,.,-13,3.6
COc1cc(NC(=O)c2cccs2)ccc1NC(=O)c1ccco1,-15,4,-2,-14,-3,0,-18,-10,1.4
Cc1sc(N2C(=O)C3C(C2=O)[C@H]2C=C[C@@H]3C2)c(C#N)c1C (stereo partly drawn),-17,1,9,-10,-14,-2,-22,-4,3.9
CSCC[C@H](NC(=O)c1cccc([N+](=O)[O-])c1C)c1nc2ccccc2[nH]1,2,6,-2,-7,-6,-4,-15,2,4.3
Cc1ccc(-n2c(C)cc(=O)cc2C)c(C)c1,-8,1,10,-4,-8,-7,-3,-4,0.0
CCc1n[nH]c(=S)n1N=C1CCC(C)CC1 (stereo not drawn),-4,0,10,-8,4,-4,-1,4,-0.4
COCCNC(=O)CN1CCCCCC1,-12,1,8,-10,-5,-4,-9,3,0.1
O=C(Nc1ccccc1C(=O)NCc1cccnc1)c1ccccc1F,-11,7,10,-12,-5,-1,1,-14,1.3
CC1(C)CC(=O)c2sc(NC(=O)CN3CCCCC3)nc2C1,-2,0,6,-4,-12,-5,1,5,0.9
Cc1cc(-c2nnc(CCC(=O)N(CC3CC3)CC3CCCO3)o2)no1 (stereo not drawn),-3,0,0,7,-4,-5,4,-1,0.8
O=C(Cc1ccc(O)cc1)NC1CCCCCC1,2,0,4,-7,-18,-6,-3,5,0.3
CC(Cc1cccnc1)NC(=O)c1ccccc1OC1CCN(S(C)(=O)=O)CC1 (stereo not drawn),-15,2,5,-6,-19,-3,-24,-14,0.0

# Copied from the results shown (three entries):
SMILES,M1 antag,M4 ag,CHRM1 PAM,OXTR potentiate,CHO-K1 Ca antag,M1 ag,CHO parental Ca,CHRM4 antagonist,M1 ag parental
Cc1sc(N2C(=O)C3C(C2=O)[C@H]2C=C[C@@H]3C2)c(C#N)c1C (stereo partly drawn),-17,1,9,-10,-14,-2,-22,-4,3.9
CSCC[C@H](NC(=O)c1cccc([N+](=O)[O-])c1C)c1nc2ccccc2[nH]1,2,6,-2,-7,-6,-4,-15,2,4.3
Cc1ccc(-n2c(C)cc(=O)cc2C)c(C)c1,-8,1,10,-4,-8,-7,-3,-4,0.0

# Later entries:
SMILES,M1 antag,M4 ag,CHRM1 PAM,OXTR potentiate,CHO-K1 Ca antag,M1 ag,CHO parental Ca,CHRM4 antagonist,M1 ag parental
O=C(NCc1ccccc1)c1ccc(Oc2ccc(C(=O)NCc3ccccc3)cc2)cc1,-13,0,6,-7,-5,-4,-5,3,0.2
CC(C)c1ccc(NC(=O)COC(=O)/C=C/c2cccc([N+](=O)[O-])c2)cc1,1,0,-4,-2,7,-8,2,4,-0.6
C/C(=N\NC(=O)c1ccc(Cn2cc([N+](=O)[O-])cn2)o1)c1cccc(NC(=O)C(C)C)c1,-16,1,0,0,-6,-2,-6,-1,0.6
Cc1ccc[n+](/C(C(=S)NCc2ccco2)=C(/[O-])c2ccccc2Cl)c1,-5,1,4,-3,-4,-5,-8,-7,0.3
OC1CCC2CN3CCc4c([nH]c5ccccc45)C3CC2C1 (stereo not drawn),-13,2,7,.,-9,-8,.,-4,1.0
Cc1ccc(C(C(=O)NC2CCCCC2)N(Cc2ccccc2)C(=O)Cc2c[nH]c3ccccc23)o1 (stereo not drawn),8,3,-7,-9,5,-6,-32,-2,19*
O=c1cc(NCCO)c2ccccc2o1,-7,0,5,-11,-2,-1,-15,5,-0.1
CCc1ccc(/C(C)=N/NC(=O)c2ccccn2)cc1,-1,0,3,-9,-9,-4,-15,-7,0.9
Cc1coc2c(C)c3oc(=O)c(CCC(=O)N(C)CC(=O)O)c(C)c3cc12,-7,1,13,-4,13,1,-11,-2,-0.5
CCC(O)C(C)(C)C (stereo not drawn),-4,1,4,-4,-19,-1,-8,-17,-0.4
CC(=O)Nc1nc2ccccc2n1CCN1CCOCC1,-13,0,11,-4,-9,-5,-7,1,0.3
CCn1c(SCC(=O)NCCc2ccc(F)cc2)nnc1-c1cccs1,16,0,-7,-12,26*,-4,-10,20,0.3
c1cncc(C(c2nnnn2C2CCCC2)N2CCN(Cc3ccc4c(c3)OCO4)CC2)c1 (stereo not drawn),-13,1,11,-5,-29,-10,-24,-8,0.1
Cc1cc(NS(=O)(=O)c2ccc(NC(=O)c3ccoc3C)cc2)nc(C)n1,-11,1,10,.,-5,0,.,3,0.1
Cc1ccc(Nc2nnc(C)c3ccccc23)c(C)c1,-6,-1,-1,10,-5,-8,-5,-4,-0.9
Cc1cc(-c2ccc(S(=O)(=O)N3CCN(c4cccc(C(F)(F)F)c4)CC3)s2)on1,-20,0,17,-4,-11,0,-4,-13,0.0
Cc1cccc2c1NC(=O)C2=Nc1ccc(Cl)cc1,3,1,5,-4,9,0,-4,-2,-0.3
Cc1c(CCC(=O)O)c(=O)oc2cc(O)ccc12,0,0,3,-2,-4,-2,-7,-3,0.2
COc1cc(NC(=O)c2cccs2)c(OC)cc1NC(=O)CCC(=O)Nc1cccc2ncccc12,0,7,3,0,-14,-3,-28,-8,2.5
Cc1ccc(S(=O)(=O)N(CC(O)CN2C(=O)NC(C)(C)C2=O)c2ccccc2)cc1 (stereo not drawn),3,1,5,-3,1,-1,-13,-6,0.0
Cc1ccc(-c2c[n+]3c(n2-c2ccccc2)SCC3)cc1,54*,0,-21,-2,-6,-8,-3,1,0.6
Cc1cccn2cc(-c3cccc(S(=O)(=O)N4CCCCC4)c3)nc12,-1,4,0,2,6,-3,-20,-5,0.9
Nc1nnc(SCC(=O)NC2CCCCC2)s1,-16,0,1,-2,-3,-2,-4,-4,0.1
CC1=[N+](C)N(c2ccccc2)C(=O)C1N=C/C=C/c1ccccc1 (stereo not drawn),99*,2,-26,-9,-5,-7,-14,58*,0.9

# Rows are unselected; any-hit rate near 2.9%.
